# PLK1 PBD block – inhibitors of human PLK1 polo-box domain binding | P53350 | Plk1 PBD binding of FITC phosphopeptide, fluorescence polarization | Potency, µM, for the others: max response, negative = inhibition, hits mostly inhibitors | 360,000 compounds, 2.8% hits | AID 720504; note: potency is the fitted concentration of half-maximal effect; series mostly up to about 57 µM; % is set by controls: 0 for no effect and ±100 for the full control effect; nearly all actives have a fitted effect of over 65% in size
# Target sequence (P53350 whole entry, looked up, the tested form may be a part): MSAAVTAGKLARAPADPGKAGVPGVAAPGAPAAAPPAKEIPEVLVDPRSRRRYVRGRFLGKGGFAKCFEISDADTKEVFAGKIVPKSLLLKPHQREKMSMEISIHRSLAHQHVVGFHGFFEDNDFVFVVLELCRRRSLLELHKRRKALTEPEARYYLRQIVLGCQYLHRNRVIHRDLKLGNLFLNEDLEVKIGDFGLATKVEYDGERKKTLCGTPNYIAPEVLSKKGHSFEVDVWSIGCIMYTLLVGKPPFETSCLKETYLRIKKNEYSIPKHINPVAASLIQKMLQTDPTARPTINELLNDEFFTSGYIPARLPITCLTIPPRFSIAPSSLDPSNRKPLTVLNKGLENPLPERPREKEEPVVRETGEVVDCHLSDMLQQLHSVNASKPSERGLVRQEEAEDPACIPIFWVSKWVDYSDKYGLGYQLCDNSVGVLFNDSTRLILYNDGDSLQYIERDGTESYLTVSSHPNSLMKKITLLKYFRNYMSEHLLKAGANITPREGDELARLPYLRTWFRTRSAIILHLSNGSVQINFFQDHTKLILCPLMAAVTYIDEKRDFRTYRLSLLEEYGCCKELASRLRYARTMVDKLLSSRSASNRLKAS
# PI5P4Ka inh – blocks human PI5P4K alpha kinase activity; AID 652105; PI5P4Kalpha enzyme, ADP-Glo luminescence, 60 min; active compounds read low; max response, %; 330,000 compounds, 1.2% hits; active = max response of -50% or lower; inconclusive = between -30% and -50%; inactive = -30% or higher; note: value at the top dose of about 77 µM; % is set by controls: 0 for no effect and ±100 for the full control effect
#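 Single end-point luminescence (ADP-Glo) quantified ADP from PI5P4Kalpha turnover; ATP 5 microM final, 1 h at RT, 0.1% CHAPS and 0.28 mM EGTA in HEPES pH 7.4.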
# HEK293 tox – cytotoxicity in counter-screen for GLP-1R inverse agonists. HEK293 cAMP-luciferase reporter cells, luminescence, 24 h. Potency, µM (top dose mostly 38.3 µM), for inactives: at the highest dose activity change, negative = inhibition, usual class: inhibitors. 410,000 compounds, 0.13% hits. AID 624418;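 note: loss of luciferase light is scored as toxicity; potency is the fitted concentration of half-maximal effect; % is set by controls: 0 for no effect and ±100 for the full control effect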
#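 Luminescence readout: signal drop marks cytotoxicity. Plated cells grew 12 h at 37 °C, 5% CO2, received 23 nL compound for 24 h, then got luciferase reagent, read after 12 min at RT.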
# GLP1R ag – agonists of human GLP-1 receptor; P43220; HEK293 GLP-1R CRE-luciferase, luminescence, 4-6 h; cells express a hypersensitive GLP-1R form; Potency, µM (highest dose often 45.6 µM), for inactives: at the top dose activation, hits mostly activators; 380,000 compounds, 0.007% hits; AID 624172; note: potency is the fitted concentration of half-maximal effect; % of control where 0% means no effect
# Target sequence (P43220 whole entry, looked up): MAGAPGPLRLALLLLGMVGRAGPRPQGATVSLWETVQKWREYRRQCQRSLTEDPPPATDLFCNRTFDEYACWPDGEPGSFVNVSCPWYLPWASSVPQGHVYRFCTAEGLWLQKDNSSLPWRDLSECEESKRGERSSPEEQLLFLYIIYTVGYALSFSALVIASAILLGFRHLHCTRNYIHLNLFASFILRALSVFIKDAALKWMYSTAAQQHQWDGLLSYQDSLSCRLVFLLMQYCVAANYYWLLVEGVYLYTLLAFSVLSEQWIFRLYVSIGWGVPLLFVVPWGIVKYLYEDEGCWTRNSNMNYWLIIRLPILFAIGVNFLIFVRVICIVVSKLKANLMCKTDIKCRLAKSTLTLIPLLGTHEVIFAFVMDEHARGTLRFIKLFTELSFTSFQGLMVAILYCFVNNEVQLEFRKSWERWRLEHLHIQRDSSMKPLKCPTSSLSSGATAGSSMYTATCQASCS
# GLP-1R inv ag – GLP-1 receptor (human) inverse agonism. HEK293 GLP-1R CRE-luciferase, luminescence, 24 h; GLP-1R form is constitutively active. 410,000 compounds, 1.6% hits. Potency, µM (titrated, usually from 38.3 µM), inactives show top-dose activity change, negative = inhibition, hits mostly inhibitors. P43220; note: potency is the fitted concentration of half-maximal effect; % is set by controls: 0 for no effect and ±100 for the full control effect; nearly all actives have a fitted effect of over 55% in size
#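 Constitutively active GLP-1R drives a cAMP-responsive luciferase in stably transfected HEK293 cells; test compounds are added after overnight (12 h) attachment and left 24 hr, and signal loss in luminescence marks inhibition.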
# PTHR1 ag – agonists of human PTHR1 parathyroid hormone receptor; AID 743266; Potency, µM (highest dose often 115 µM), for inactives: at the top dose activation, hits mostly activators; 410,000 compounds, 0.075% hits; HEK293 GP2 PTHR1 cells, GloSensor cAMP luminescence, 1 h; note: potency is the fitted concentration of half-maximal effect; nearly all actives have a fitted effect of over 55% in size; some results filed as inactive show a strong effect at the top dose; inactives centre near -15; many of its hits are not listed in these tables
#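 HEK-293-derived GP2 cells expressing PTHR1 and a GloSensor cAMP reporter, 3,000/well, plated overnight, given luciferin plus IBMX (each 0.5 mM as added) for 1 h at 37 °C, then compound for 1 h at 37 °C. Luminescence was read after 15 min at room temperature.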
# IL2 activator – activators of IL-2; activation, % (series mostly up to about 46 µM); IL-2 activation reporter assay, cell-based qHTS; stimulated with anti-CD3/CD4/CD28 beads; in transgenic mouse T cells; 360,000 compounds, 0.065% hits; AID 652025; in the data active = activation above about 50%; inconclusive = mostly about 30% to 49%; note: 0% is about no effect
#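 Unstimulated transgenic mouse T cells, 750 per well, received compound and, after 60 minutes, anti-CD3/anti-CD4 bead plus anti-CD28 stimulation. EGFP and DsRed were quantified after 18 hours.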
# EPAC1 antag – EPAC1 (human) antagonism. O95398. 360,000 compounds, 0.14% hits. EPAC1 GEF assay, Rap1b-BODIPY-GDP exchange fluorescence. Potency, µM (titrated, usually from 115 µM), for inactives: at the highest dose activity change, negative = inhibition, most hits filed as inhibitors;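 note: potency is the fitted concentration of half-maximal effect; plate controls were vehicle for no effect and positive control for full effect; nearly all actives have a fitted effect of over 50% in size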
# EPAC1 ag – EPAC1 (human) agonism. Potency, µM (titrated, usually from 154 µM), for inactives: at the highest dose activation, most hits filed as activators. AID 720707. EPAC1 agonist qHTS, biochemical assay; response scale: 100% = response to 6.5 mM cAMP. 360,000 compounds, 0.073% hits. O95398; note: potency is the fitted concentration of half-maximal effect; nearly all actives have a fitted effect of over 60% in size
#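 Fluorescent GDP-exchange assay: 100 nM EPAC1 with 250 nM Rap1B preloaded with BODIPY-GDP and 50 uM GDP; compounds tested as concentration series, 5 min at room temperature, then read every 5 min for 30 min (ex 480/em 540 nm); normalized to 6.5 mM cAMP.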
# Numbers without * were called inactive; i = inactive; ? = inconclusive; · = no result given; [ ] = another dose, or the depositor's remark. Unless noted, calls come from the whole dose curve; as a rule, active = well fitted curve in the direction sought with a large enough effect; inconclusive = small, poorly fitted or top-dose-only effect, or another doubt; inactive = no such curve, though single readings can be large; an effect the other way counts as inactive or inconclusive. This is a subset. The share of hits here may be higher or lower than overall.
# The line under a structure holds: PLK1 PBD block | PI5P4Ka inh | HEK293 tox | GLP1R ag | GLP-1R inv ag | PTHR1 ag | IL2 activator | EPAC1 antag | EPAC1 ag
C=CCOc1ccc2oc(=O)cc(C)c2c1
→ 0% | -3 | -9% | 1% | 29% | i | -0.3 | 12% | 1%
CCN(CC)C(=O)CSc1nc2ccc(NC(=O)CSc3nnc(COc4ccccc4C)n3C)cc2s1
→ -1% | -12 | -29% | -21% | -22% | -38%[inhibitor][57.5 µM] | 0.0 | -1% | 8%
O=[N+]([O-])c1ccc(OCC(O)CN(CCO)CCO)cc1 (configuration not stated)
→ -13% | 0 | 7% | -4% | 10% | i | -0.4 | 0% | 12%
CCOC(=O)C(=O)Nc1cccc(C(=O)OCC)c1
→ -19% | -1 | -11% | 1% | 7% | -14% | -0.6 | 14% | -3%
COc1ccc(C(=O)C2CCN(C(=O)Nc3ccc(C)cc3)CC2)cc1
→ -5% | 1 | 10% | 9% | ? | -55%[inhibitor] | 2.4 | -5% | -14%
O=C(c1ccccc1NS(=O)(=O)c1ccc(Cl)cc1)N1CCc2ccccc21
→ -13% | 5 | -11% | -10% | ? | -24% | 0.1 | -24% | 15%
COC(=O)c1c(C(=O)OC)c2cc(C(=O)c3ccccc3)ccn2c1Cl
→ -9% | 5 | 1% | 19% | -27% | -18% | -0.4 | -1% | 23%
COc1ccc(-c2cnc(N)nc2-c2ccc(OCc3ccccc3)cc2O)cc1
→ 3% | 1 | 1% | 10% | -3% | -3% | 5.4 | -4% | 14%
CN(c1nc2nonc2nc1NC1CC1)C1CCOC1 (configuration not stated)
→ 3% | 0 | 11% | 4% | 6% | i | -0.7 | 9% | -4%
Cn1c(CSCc2ccc(F)cc2)nnc1SCC(=O)Nc1cccc(C(=O)O)c1
→ -8% | -11 | -5% | 2% | 7% | -3% | -0.4 | 5% | 10%
Cc1ccc(Nc2nnns2)cc1
→ 24µM* | ? | 11% | 0% | 15% | i | -0.8 | -6% | 0%
Cc1ccccc1C[n+]1cccc2ccccc21
→ 5% | -2 | 6% | -4% | -13% | i | 0.5 | -4% | 8%
O=C(CN1C(=O)COc2ccccc21)Nc1ccc(F)cc1
→ -1% | 0 | 0% | 1% | 10% | -70%[inhibitor] | -0.9 | 7% | 1%
CC1CCCCC1NC(=O)COC(=O)c1ccccn1 (configuration not stated)
→ -21% | -14 | -1% | 1% | 8% | i | 0.1 | 8% | -2%
O=C(CN1CCN(S(=O)(=O)c2ccccc2)CC1)N1CCCCC1
→ -2% | 0 | -12% | 8% | -11% | -1% | -4.4 | 5% | 7%
COc1ccccc1C(=O)OCC(=O)NC(C)CCc1ccccc1 (configuration not stated)
→ -11% | 1 | -3% | 18% | -33% | i | -0.4 | 2% | 12%
O=C(Nc1ccc(CN2CCOCC2)cc1)c1ccc(-c2ccc(Cl)cc2Cl)o1
→ 4% | -9 | 1% | 1% | ? | -24% | -4.8 | -24% | 11%
CCOCCCNC(=O)c1cc2c(=O)n3cccc(C)c3nc2s1
→ -4% | 0 | 3% | -3% | 3% | i | -4.2 | 17% | 4%
CCN(CC)C(=O)CN1C(=O)COc2ccc(S(=O)(=O)N3CCOCC3)cc21
→ · | · | -1% | 0% | 1% | -18% | · | · | ·
CC1CCC2(CC1)NC(=O)N(CC(=O)c1cccn1C)C2=O (configuration not stated)
→ 5% | 0 | -19% | 8% | 1% | i | 0.3 | -6% | -7%
N#Cc1ccsc1NC(=O)CSc1nnc(NC2CC2)s1
→ -2% | -26 | 0% | -2% | 2% | -24% | -0.6 | 8% | -12%
CCOCCCn1c(=S)[nH]c2cc(C(=O)NCCN(CC)CC)ccc2c1=O
→ -6% | · | 6% | -1% | -22% | i | -3.3 | 8% | 5%
Cc1ccc(C)c(-n2[nH]c3c4c(ccc3c2=O)C(=O)c2ccccc2C4=O)c1
→ 3% | -19 | -3%[1.53 µM] | -6% | 11% | i | 0.3 | 23% | 7%
CCn1c2ccccc2c2cc(NS(=O)(=O)c3ccccc3C)ccc21
→ -9% | -1 | ? | -8% | ? | i | -1.9 | -18% | 3%
CS(=O)(=O)c1ccc(Cl)c(NC(=O)COC(=O)CNC(=O)c2ccc3ccccc3c2)c1
→ -7% | -1 | -3% | 0% | -1% | -9% | -1.2 | -15% | -2%
O=C(OC(C(=O)NC1CCCC1)c1ccc(F)cc1)c1ccno1 (configuration not stated)
→ 3% | · | 5% | 0% | 6% | -19%[57.5 µM] | 0.6 | 0% | 3%
Cc1ccc(S(=O)(=O)Cc2ccc(C(=O)N3CCN(c4ccccn4)CC3)o2)cc1
→ -10% | 1 | -23% | 6% | ? | i | 0.4 | -5% | -2%
O=C(NCC(=O)N(c1ccc2c(c1)OCO2)C(C(=O)NC1CCCC1)c1ccncc1)c1ccco1 (configuration not stated)
→ 2.7µM* | ? | 9% | -9% | 8% | i | 0.8 | -5% | 5%
Cc1ccc(Cl)cc1N1CCN(C(=O)Cn2ccc3ccccc3c2=O)CC1
→ -7% | -8 | -26% | -10% | ? | -35%[inhibitor] | -3.3 | -19% | 5%
CCOc1ccc(CCN2C(=O)C(=O)N([C@@H](CC(C)C)CN3CCC[C@H]3CN3C(=O)C(=O)NC[C@@H]3CC(C)C)C[C@@H]2Cc2ccc(O)cc2)cc1
→ -14% | -1 | -7% | -3% | 1% | 14% | 0.2 | -12% | -13%
COc1ccc(Oc2cc(F)nc(N)n2)cc1
→ -8% | · | 7% | -9% | 1% | -11%[57.5 µM] | -0.4 | -1% | 15%
COC(=O)CC1Sc2ccccc2NC1=O (configuration not stated)
→ ? | 1 | 55%[activator] | 7% | 34%[activator] | 24% | -0.5 | -8% | 4%
CCCCCC(=O)Nc1ccc(-c2csc(N)n2)cc1
→ -20% | -12 | 2%[0.307 µM] | -1% | 1%[0.307 µM] | -23% | 0.8 | -5% | -4%
COc1ccc(-n2nc(C(=O)NCC(=O)NCc3cccc(F)c3)c3ccccc3c2=O)cc1Cl
→ -4% | -3 | -3% | 11% | -21% | -9% | 0.8 | -6% | -9%
C/C(=N\NC(=O)c1ccco1)c1ccc(NC(=O)c2ccccc2)cc1
→ -6% | -1 | -3% | 11% | -16% | -18% | -1.6 | -4% | -3%
CNc1cccc(-c2c(OC)cccc2OC)n1
→ -6% | 7 | 5% | 9% | -14% | -20% | 0.6 | -11% | 11%
COc1ccc(-c2cc(-c3ccc(Cl)cc3)c(C#N)c(SCC(=O)O)n2)cc1
→ ? | -12 | -12% | -4% | ? | -59%[inhibitor] | -0.1 | -10% | 15%
O=C(/C=C1\C(=O)Nc2ccccc21)/C=C1\C(=O)Nc2ccccc21
→ 8.4µM* | -83* | -7% | 0% | 6% | -94%[inhibitor] | -1.6 | -16% | -1%
Nc1ccc(N2CCN(CCCCN3C(=O)C4CCCN4C3=O)CC2)cc1 (configuration not stated)
→ -3% | -12 | -19% | -1% | -23% | -11% | -2.9 | -17% | 2%
O=c1[nH]c(C(F)(F)F)nc2c1nnn2Cc1ccccc1F
→ -6% | -25 | 0% | 0% | 0% | -11%[57.5 µM] | 0.7 | -3% | -7%
O=C(NC(=S)Nc1cccc(Cl)c1N1CCCC1)c1ccc(-c2cccc([N+](=O)[O-])c2)o1
→ -16% | · | 10% | 1% | ? | 18%[57.5 µM] | -1.2 | 3% | 2%
O=C(Nc1ccc(F)cc1)NC1(C(=O)NCc2ccc3c(c2)OCO3)CCCCC1
→ 1% | · | 5% | -2% | 0% | -21%[57.5 µM] | -2.3 | -2% | 8%
CCOc1ccc(S(=O)(=O)NCc2ccccc2OC)cc1
→ -7% | 6 | 14% | -3% | -28% | -5% | -0.6 | -15% | -4%
NC(=O)c1cc([N+](=O)[O-])ccc1NCc1cccc(N)c1
→ -12% | 2 | 2% | 18% | 0% | i | -0.3 | -9% | -1%
Cc1noc(C)c1COc1ccc(C(=O)OCc2nnc(-c3ccc(Cl)cc3)o2)cc1
→ 0% | 2 | 7% | 7% | ? | -36%[inhibitor][57.5 µM] | -2.2 | -4% | 14%
Cc1cc(=O)oc(C)c1C(=O)NCC1COc2ccccc2O1 (configuration not stated)
→ -16% | · | -7% | 10% | 0% | i | -1.7 | 0% | 10%
O=C(Nc1ccccn1)c1ccc(C(=O)Nc2ccccn2)cc1
→ 4% | -1 | -12% | -1% | 13% | -20% | 0.8 | 2% | -1%
O=C(OCc1ccccc1)C1=NNC2C(=O)N(c3ccc(Br)cc3)C(=O)C12 (configuration not stated)
→ 0% | -7 | 30% | 2% | 17% | i | -2.0 | -12% | 5%
O=C(CNC(=O)c1cccs1)OCC(=O)c1ccc(Br)cc1
→ -12% | 3 | 4%[7.66 µM] | 3% | 31%[7.66 µM] | -23% | 0.3 | -12% | 0%
COC(=O)C1=C(C)N(CCCC(=O)O)C(=O)NC1c1cccc2ccccc12 (configuration not stated)
→ -1% | -71* | -30% | 1% | 18% | -18% | 0.2 | 9% | -2%
O=C(N/N=C/c1ccc(OCCCF)cc1)c1cc(OCC(F)(F)F)ccc1OCC(F)(F)F
→ 1% | -5 | 49% | -16% | 1% | i | -2.4 | 2% | 3%
Cc1cccc(C(=O)Nc2ccnc(-c3ccncc3)n2)c1
→ -5% | 7 | 2% | 8% | 11% | -27% | 1.4 | -4% | -1%
CCc1ccc2[nH]c(=O)c(CN(CCCN3CCOCC3)C(=O)Nc3ccc(Cl)cc3)cc2c1
→ -13% | -1 | -24% | 1% | ? | -9%[57.5 µM] | -0.2 | -19% | -1%
NC(=O)C1(N2CCCCC2)CCN(C(=O)c2ccc(C#Cc3ccccc3)o2)CC1
→ -9% | -15 | -25% | 0% | ? | -17%[57.5 µM] | 0.4 | 3% | 2%
Cc1cc(COc2ccccc2O)on1
→ 0% | -8 | 2% | 0% | 42%[activator] | i | 5.0 | -3% | -4%
Cc1cccc(-c2nn(-c3ccccc3)cc2C(=O)NCC(c2cccs2)N2CCOCC2)c1 (configuration not stated)
→ -1% | 1 | 21% | 0% | -10% | -3% | 1.0 | -1% | 8%
CCn1c(CCCCc2n[nH]c(=S)n2CC)n[nH]c1=S
→ -8% | -3 | -18% | -1% | -19% | ? | 0.0 | -2% | 5%

# Source: PubChem BioAssay
